# Mito fusion yeast = qHTS Assay for Small Molecule Inhibitors of Mitochondrial Division or Activators of Mitochondrial Fusion | Potency, µM (titrated, usually from 46.1 µM), without a hit: top-dose growth rescue (activation), hits mostly activators | S. cerevisiae fusion-defective mutant growth rescue, CellTiterGlo 48 h | hit rate 0.23% among 320,000;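 further: potency means the concentration at half of the fitted maximal effect; % of control where 0% means no effect; nearly all actives have a fitted effect of over 45% in size; temperature-sensitive fusion mutants such as fzo1-1 at 37 °C on non-fermentable ethanol glycerol medium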
#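 Compounds are tested for their ability to restore growth of mitochondrial fusion-defective yeast strains at non-permissive 37C in YPEG medium over 48 hours. Viability is quantified by luciferase luminescence.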
# Gal4-VP16 FLuc = VP16 counterscreen qHTS for inhibitors of ROR gamma transcriptional activity. AID 2546, 2010. Potency, µM (titrated, usually from 53.6 µM), for inactives: at the top dose activity, negative = inhibition, usual class: inhibitors. Drosophila S2 Gal4-VP16 UAS-luciferase, luminescence, 20 h. hit rate 3.5% among 310,000;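 further: Gal4-VP16 expression switched on by copper sulfate through the metallothionein promoter; potency means the concentration at half of the fitted maximal effect; on the % scale 0 is the no-effect control and ±100 the full control effect; nearly all actives have a fitted effect of over 50% in size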
# Menin-MLL TR inh = qHTS Assay for Inhibitors Targeting the Menin-MLL Interaction in MLL Related Leukemias: Competition With Texas Red Labeled MLL-derived Mutant Peptide; O00255; Menin + Texas Red MLL mutant peptide, fluorescence polarization; Potency, µM (titrated, usually from 61.6 µM), inactives show top-dose FP activity change, negative = inhibition, actives largely listed as inhibitors; hit rate 0.23% among 270,000; AID 1768, 2009; active means well fitted inhibition curve with a large enough effect in the polarisation, with a control signal flat, not every such curve was filed as active; inconclusive means small, poorly fitted or top-dose-only effect, or effect the other way, or a change in a side signal; inactive means no such curve, though single readings can be large or run the other way; the % refers to the polarisation; further: potency means the concentration at half of the fitted maximal effect; % of control where 0% means no effect; many of its hits are not listed in these tables
# Target sequence (O00255 whole entry, looked up): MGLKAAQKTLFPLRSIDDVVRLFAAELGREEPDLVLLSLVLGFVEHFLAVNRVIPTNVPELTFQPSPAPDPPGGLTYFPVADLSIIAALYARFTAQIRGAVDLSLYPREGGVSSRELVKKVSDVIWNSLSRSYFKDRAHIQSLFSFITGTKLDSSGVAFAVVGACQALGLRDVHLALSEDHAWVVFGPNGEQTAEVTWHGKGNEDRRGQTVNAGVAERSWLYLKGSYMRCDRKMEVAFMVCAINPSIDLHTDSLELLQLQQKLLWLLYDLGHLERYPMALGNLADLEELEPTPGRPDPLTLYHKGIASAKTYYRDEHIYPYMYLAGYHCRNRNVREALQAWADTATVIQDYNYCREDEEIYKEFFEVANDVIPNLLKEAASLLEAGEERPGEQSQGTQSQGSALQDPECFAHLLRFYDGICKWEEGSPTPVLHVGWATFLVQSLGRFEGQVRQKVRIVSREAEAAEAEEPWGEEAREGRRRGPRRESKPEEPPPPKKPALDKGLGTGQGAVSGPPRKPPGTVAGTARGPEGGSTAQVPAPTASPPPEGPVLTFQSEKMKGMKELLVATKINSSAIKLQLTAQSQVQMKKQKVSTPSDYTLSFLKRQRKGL
# ELG1 repair inh = qHTS screen for small molecules that inhibit ELG1-dependent DNA repair in human embryonic kidney (HEK293T) cells expressing luciferase-tagged ELG1; HEK293T ELG1-luciferase reporter, luminescence, 16 h; DNA damage induced by 5-fluorouridine; Potency, µM (series often up to 46.1 µM), for the others: at the highest dose activity change, negative = inhibition, hits mostly inhibitors; hit rate 2.3% among 330,000; further: potency means the concentration at half of the fitted maximal effect; on the % scale 0 is the no-effect control and ±100 the full control effect; nearly all actives have a fitted effect of over 55% in size
#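 Cells (2,000 per well) received 5-fluorouridine plus test compound or DMSO and were incubated 16 hr at 37 °C, 5% CO2. Luciferase activity was read by luminescence 30 min after ONE-Glo addition; signal suppression marked inhibition of damage-induced ELG1 function.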
# RORg inh = qHTS for inhibitors of ROR gamma transcriptional activity; Nuclear receptor ROR-gamma (Mus musculus), P51450; Drosophila S2 Gal4-RORgamma UAS-luciferase reporter, 20 h; Potency, µM (series often up to 53.6 µM), for the others: top-dose activity change, negative = inhibition, actives largely listed as inhibitors; hit rate 5.4% among 310,000; AID 2551, 2010; further: potency means the concentration at half of the fitted maximal effect; on the % scale 0 is the no-effect control and ±100 the full control effect; nearly all actives have a fitted effect of over 60% in size
# Target sequence (P51450 whole entry, looked up, the tested form may be a part): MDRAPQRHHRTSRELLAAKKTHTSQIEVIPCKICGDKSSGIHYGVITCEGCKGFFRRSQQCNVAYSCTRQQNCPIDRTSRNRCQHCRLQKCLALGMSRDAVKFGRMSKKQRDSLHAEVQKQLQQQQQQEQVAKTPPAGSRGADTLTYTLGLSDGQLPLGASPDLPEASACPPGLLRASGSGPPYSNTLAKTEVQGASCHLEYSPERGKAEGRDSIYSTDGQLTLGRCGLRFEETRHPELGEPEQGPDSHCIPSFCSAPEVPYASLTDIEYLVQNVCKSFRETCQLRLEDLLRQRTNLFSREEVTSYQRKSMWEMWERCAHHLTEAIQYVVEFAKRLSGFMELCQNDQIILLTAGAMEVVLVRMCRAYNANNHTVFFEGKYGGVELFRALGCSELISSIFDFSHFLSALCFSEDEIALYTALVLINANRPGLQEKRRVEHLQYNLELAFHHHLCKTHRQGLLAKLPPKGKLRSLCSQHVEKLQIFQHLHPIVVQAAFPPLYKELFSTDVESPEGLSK
#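 Compounds are pin-transferred onto Drosophila Schneider cells expressing a copper-inducible Gal4–ROR gamma transactivation domain fusion. After 1 hr, copper sulfate is added to 700 uM final; luciferase is read 20 hr later.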
# NPC1 promoter act = qHTS Assay for NPC1 Promoter Activators; Huh7 NPC1 promoter luciferase reporter, 24 h; Potency, µM (titrated, usually from 9.22 µM), for the others: at the highest dose activation, hits mostly activators; hit rate 2.4% among 320,000;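 further: potency means the concentration at half of the fitted maximal effect; % of control where 0% means no effect; nearly all actives have a fitted effect of over 60% in size; reporter is driven by a mutant NPC1 promoter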
#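 Luminescence read-out of NPC1 promoter-driven luciferase in stably transfected Huh7 cells; compounds delivered in DMSO and left 24 h at 37C, 5% CO2, qHTS titration format.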
# MBNL1-CUG inh = qHTS Assay for Inhibitors of MBNL1-poly(CUG) RNA binding. Muscleblind-like protein 1 (Homo sapiens), Q9NR56. AID 2675, 2010. hit rate 0.036% among 280,000. Potency, µM (series often up to 57.5 µM), for the others: top-dose activity change, negative = inhibition, actives largely listed as inhibitors. TR-FRET MBNL1-His/biotin-(CUG)12 binding, 665/545 ratio; active means well fitted inhibition curve with a large enough effect in the signal ratio, with a control signal flat, not every such curve was filed as active; inconclusive means small, poorly fitted or top-dose-only effect, or effect the other way, or a change in a side signal; inactive means no such curve, though single readings can be large or run the other way; the % refers to the signal ratio; further: potency means the concentration at half of the fitted maximal effect; on the % scale 0 is the no-effect control and ±100 the full control effect
#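 TR-FRET readout: Ex 340 nm, 665/545 nm emission ratio, normalized to buffer-only (basal) and MBNL1-(CUG)12 controls. Complex of MBNL1-His with Biotin-(CUG)12, compounds 92 nM–58 uM, incubated 60 min at room temperature.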
# FLuc modulator = qHTS profiling assay for firefly luciferase inhibitor/activator using purifed enzyme and Km concentrations of substrates (counterscreen for miR-21 project). Potency, µM (titrated, usually from 57.5 µM), inactives show at the top dose activity change, negative = inhibition, usual class: inhibitors. hit rate 6.9% among 360,000. purified FLuc, Km substrates, luminescence inhibition;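 further: potency means the concentration at half of the fitted maximal effect; plate controls were vehicle for no effect and reference inhibitor for full effect; nearly all actives have a fitted effect of over 55% in size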
#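 Purified P. pyralis luciferase (10nM final) with 10uM D-luciferin and 10uM ATP (Km levels) in 50mM Tris acetate pH 7.5, 10mM Mg acetate, 0.01% Tween-20, 0.05% BSA; qHTS 6-point titration, ~60 µM downward; luminescence read.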
# PKM2 act = qHTS Assay for Activators of Human Muscle isoform 2 Pyruvate Kinase; Pyruvate kinase PKM (Homo sapiens), P14618; purified PKM2, Kinase-Glo ATP luminescence, activation; response scale: 0% is enzyme alone, no compound; Potency, µM (highest dose often 57.5 µM), inactives show at the top dose activation, most hits filed as activators; hit rate 0.34% among 260,000; further: potency means the concentration at half of the fitted maximal effect; on the % scale 0 is the no-effect control and ±100 the full control effect; nearly all actives have a fitted effect of over 55% in size
#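 hPK-M2, >95% pure; 0.1 mM ADP / 0.5 mM PEP final; imidazole pH7.2 buffer w/ 7 mM MgCl2, 50 mM KCl; 1 h RT; Kinase-Glo lum. Intermediate enzyme activity for dual inhibitor/activator qHTS.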
# Rab9 promoter act = qHTS Assay for Rab9 Promoter Activators | Huh7 Rab9 promoter-luciferase reporter, luminescence, 24 h | Potency, µM (top dose mostly 9.22 µM), without a hit: at the top dose activation, negative = inhibition, hits mostly activators | hit rate 2.8% among 320,000 | AID 485297, 2010; further: potency means the concentration at half of the fitted maximal effect; % of control where 0% means no effect; nearly all actives have a fitted effect of over 60% in size
#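 Stable Rab9-luc Huh7, 1500 cells/well, 2 h settle; cmpd in DMSO, 24 h, 37 °C/5% CO2; luciferase reagent 10 min RT; luminescence.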
# KCNH2 3.1 inh = qHTS for Inhibitors of KCHN2 3.1: Mutant qHTS. Potassium voltage-gated channel subfamily H member 2, brain isoform KCNH2 3.1 (human). U2OS KCNH2 3.1, thallium flux FluxOr; active compounds read low. activity change, % (tested at about 1.8 µM). hit rate 0.95% among 340,000. AID 720553, 2013;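 active means maximum activity change below -70%; inconclusive means maximum activity change from -70% to -50%; inactive means maximum activity change above -50%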;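 further: thallium influx rate constant from kinetic fluorescence after stimulation buffer; on the % scale 0 is the no-effect control and ±100 the full control effect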
#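 FluxOr-based Tl+ influx in U2OS cells transduced with KCNH2 3.1 virus; rate constants normalized to DMSO controls.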
# * marks the source's active call; other numbers are inactive results; ? = inconclusive; nt = not tested or not shown; & = joins results of further samples; [ ] = remark or other dose. Unless noted, the call rests on the fitted dose curve; in most records, active means well fitted curve in the direction sought with a large enough effect; inconclusive means small, poorly fitted or top-dose-only effect, or another doubt; inactive means no such curve, though single readings can be large; an effect the other way counts as inactive or inconclusive. These rows are one share of the data; rates above refer to the full screens.
canonical_smiles	Mito fusion yeast	Gal4-VP16 FLuc	Menin-MLL TR inh	ELG1 repair inh	RORg inh	NPC1 promoter act	MBNL1-CUG inh	FLuc modulator	PKM2 act	Rab9 promoter act	KCNH2 3.1 inh
Cc1onc(-c2ccccc2)c1C(=O)N/N=C/C(Br)=C/c1ccccc1	?	?	5%	-23%	7%	2%	-6%[11.5 µM]	-4%	7%	-4%	-9
OC(COc1cccc2ccccc12)CN1CCN(c2ccc(Cl)cc2)CC1 (stereo unspecified)	8%&-75%	1%&-26%	-2%	11%&7%	16%&-18%	-2%&-2%	0%&2%	0%&-2%	-5%	-10%&-1%	?
Cc1c[nH]c(=O)c([N+](=O)[O-])c1	0%	-7%	nt	2%	-9%	0%	?	0%	-4%	-2%	14
O=C(CSc1nnc(-c2ccncc2)n1Cc1ccccc1)NC1CCCCC1	1%	5%	nt	-9%	16%	-3%	-9%	1%	0%	1%	-3
CCOc1cc(C(=O)NCCCn2ccnc2)cc(OCC)c1OCC	-2%	0%	-2%	?	-2%	-2%	-4%	0%	0%	-5%	10
CCOCC(=O)Nc1nnc(COc2ccc(Cl)cc2)s1	-2%	2%	6%	0%	-1%[10 µM]	-2%	0%	?	1%	19%	5
COc1ccc(CCNC(=S)Nc2ccc(S(=O)(=O)Nc3ncccn3)cc2)cc1OC	0%	-9%	14%	-5%	-1%	1%	-7%	0%	-4%	13%	-9
COc1ccc(-c2cc(CNS(=O)(=O)c3ccccc3)on2)cc1	-15%	-16%	8%	-10%	?	9%	-8%	?	-4%	1%	5
COc1ccccc1C(=O)NCCC(=O)Nc1ncccc1C	-10%	8.9µM*	nt	12%	5.6µM*	4%	-5%	1%	1%	0%	2
CCCCn1c(=O)[nH]c(=O)c2c1nc(-c1ccsc1)n2Cc1ccccc1	6%	16%	nt	18µM*	1%	-3%	-1%	1%	2%	-13%	4
O=C1NC(=O)c2cc(NC(=O)c3cccc4ccccc34)ccc21	-1%	?	?	12%	-26%	-1%	23%	0%	0%	0%	-3
COc1ccc(CNc2nc(NCc3ccc(OC)cc3)c3[nH]cnc3n2)cc1	-5%	-20%	nt	-3%	-20%	3%	3%	4%	4%	0%	9
COc1ccccc1CC(=O)N1CCC(CCC(=O)NC2CC2)CC1	-3%	6%	nt	8%	-5%	19%	-8%	2%	nt	0%	8
CC1CC(C)CN(C(=O)COC(=O)Cc2ccc(Br)cc2)C1 (stereo unspecified)	17%	2%	-18%	12%	24%	2%	2%	5%	nt	0%	6
COc1ccccc1N1C(=O)C2C(c3ccc(F)cc3)NN(C(=O)c3ccc(C)cc3)C2C1=O (stereo unspecified)	0%	-26%	-11%	1%	-5%	-1%	0%	-2%	-1%	-1%	9
Cc1ccc(CN2CCN(C(=O)CCc3ccccc3)CC2)cc1	1%	15%	-6%	-15%	-5%[1.91 µM]	-2%	-4%	5%	1%	-1%	1
O=[N+]([O-])c1cccc(C2=NC(c3ccccc3)CO2)c1 (stereo unspecified)	0%	-12%	1%	?	-1%	?	?	27µM*	0%	?	-20
COc1cc2ccccc2cc1C(=O)Nc1ccncc1	-3%	nt	nt	?	nt	17%	nt	12µM*	nt	19%	-18
O=C(NCc1ccccn1)c1cc(S(=O)(=O)N2CCCCCC2)ccc1Cl	0%	nt	-23%	-6%	nt	1%	-1%	3%	2%	-2%	2
CCOc1ccc(-c2nc(C#N)c(N3CCCCCC3)o2)cc1	17%	-19%	-3%	-29%	?	-2%	6%	-18%	3%	0%	-6
O=C(CNC(=O)C1CCCCC1)OCC(=O)c1ccc(Br)cc1	0%	nt	4%	7%	nt	1%	-7%	1.7µM*	2%	0%	-6
CCCNC(=O)c1ccc2c(c1)C1C3CCC(C3)C1C(c1ccccc1)N2 (stereo unspecified)	11%	2%	nt	?	-23%	-3%	3%	-9%	-5%	-4%	9
Cn1ccnc1SCC(=O)Nc1nc2ccccc2s1	1%	-8%	-1%	?	-29%	?	-3%	?	-3%	?	10
CCOC(=O)N1CCN(CC(O)COc2ccc(C)c(C)c2)CC1 (stereo unspecified)	-8%	1%	-14%	7%	-9%	-1%	-4%	1%	nt	1%[1.84 µM]	-2
COc1ccccc1CN(C)C(=O)c1ccccc1SCC(=O)N1CCCC1	-3%	nt	nt	?	nt	-4%	nt	-9%	nt	-1%	-22
O=C(N[C@@H](Cc1ccccc1)C(=O)O)c1ccncc1	-2%	-2%	8%	17%	-22%	-4%	-1%	-6%	0%	8%	-10
CCCN(CCC)CCCNC(=O)C1c2cc(OC)c(OC)cc2C(=O)N(C)C1c1cccs1 (stereo unspecified)	0%	4%	1%	15%	-7%	0%	-7%	1%	-2%	15%	-10
COc1cc(NC(=O)c2ccc(Cl)cc2)c2ncccc2c1	5%	7%	?	0%	-22%	6%	-1%	?	nt	-5%	14
O=Cc1ccc(OCc2nnc(-c3ccccc3Br)o2)cc1	3%	-15%	2%	?	-8%	-2%	-5%	?	nt	-1%	-15
CC1CN(S(=O)(=O)c2ccc(F)cc2)CN1C(=O)N1CCOCC1 (stereo unspecified)	-4%	4%	-6%	8%	-17%	0%	-3%	-1%	nt	0%	2
O=C(Nc1ccc(Cl)cc1)c1cccc(N2C(=O)C3C4CCC(C4)C3C2=O)c1 (stereo unspecified)	8%	-6%	?	?	-3%	0%	-19%	-15%	-1%	-3%	-28
CCn1c(SCC(=O)Nc2nccs2)nnc1C1CC1	0%	nt	1%	-12%	nt	-1%	-6%	2%	-4%	6%	-1
O=C(C1=C[C@H](c2csc3ccccc23)C[C@H](OCCCCO)O1)N1CCN(Cc2ccccc2)CC1	1%	-13%	12%	2%	-3%	-3%	19%	-2%	5%	-2%	-36
Cc1ccc(O)c(C(=O)CC(=O)c2ccc(C(C)(C)C)cc2)c1	2%	5µM*	24%	-9%	5.6µM*	28%	-1%	-13%	-1%	24%	9
c1ccc(CSc2nc3ncncc3[nH]2)cc1	-2%	-3%	nt	11%	-2%	8%	-9%	17µM*	5%	20%	1
CCNC(=O)COC(=O)C1C(C(=O)OCC)=C(C)NC(C)=C1C(=O)OCC	-5%	-2%	nt	-7%	4%	-3%	-5%	0%	-3%	-3%	6
Cc1cc(OC(=O)c2ccccc2Cl)cc(=O)n1C	1%	5%	27%	?	-25%	-2%	3%	15µM*	2%	-2%	2
CC(/C=C1\SC(=S)N(NC(=O)c2ccc(C)cc2)C1=O)=C\c1ccccc1	-8%	13%	?	-3%	35%	-2%	-8%	?	7%	5%	5
CCCC(=O)N1CCc2[nH]c3ccccc3c2C1	0%	10%	-4%	0%	-15%	0%	-8%	-13%	17%	7%	5
Cc1ccc(Sc2cc(NCCCO)c([N+](=O)[O-])c3nonc23)cc1	2%	-8%	nt	-5%	-13%	2%	?	7%	4%	-4%	31
COc1ccc(NC(=O)c2c(Cl)nc3ccccn23)cc1	-2%	-11%	4%	?	24%	30%	-5%	?	-4%	3.2µM*	6
CC(C)(C)c1nnc(NC(=O)COc2ccc3c(c2)OCO3)s1	-1%	nt	nt	?	nt	3.5µM*	nt	12µM*	nt	?	-11
O=C1CCC(C(=O)N2CCOCC2)CN1Cc1ccc(Cl)cc1 (stereo unspecified)	-1%	6%	0%	8%	-24%	0%	-8%	1%	-6%	0%	14
CC(OC(=O)c1cccs1)C(=O)NC1CC1 (stereo unspecified)	-1%	4%	2%	14%	-15%	-4%	3%	1%	-2%	0%	0

# High-throughput results as filed in PubChem BioAssay.
